# rTrxR1 inhibitor – qHTS Assay for Inhibitors of Mammalian Selenoprotein Thioredoxin Reductase 1 (TrxR1): qHTS; actives 1% (n = 390,000); Potency, µM (series often up to 114 µM), for the others: at the top dose activity change, negative = inhibition, most hits filed as inhibitors; AID 588453, 2011; recombinant rTrxR1, NADPH fluorescence consumption, selenite substrate; Thioredoxin reductase 1, cytoplasmic (Rattus norvegicus), O89049; further: potency means the concentration at half of the fitted maximal effect; on the % scale 0 is the no-effect control and ±100 the full control effect; nearly all actives have a fitted effect of over 65% in size
# Target sequence (O89049 whole entry, looked up): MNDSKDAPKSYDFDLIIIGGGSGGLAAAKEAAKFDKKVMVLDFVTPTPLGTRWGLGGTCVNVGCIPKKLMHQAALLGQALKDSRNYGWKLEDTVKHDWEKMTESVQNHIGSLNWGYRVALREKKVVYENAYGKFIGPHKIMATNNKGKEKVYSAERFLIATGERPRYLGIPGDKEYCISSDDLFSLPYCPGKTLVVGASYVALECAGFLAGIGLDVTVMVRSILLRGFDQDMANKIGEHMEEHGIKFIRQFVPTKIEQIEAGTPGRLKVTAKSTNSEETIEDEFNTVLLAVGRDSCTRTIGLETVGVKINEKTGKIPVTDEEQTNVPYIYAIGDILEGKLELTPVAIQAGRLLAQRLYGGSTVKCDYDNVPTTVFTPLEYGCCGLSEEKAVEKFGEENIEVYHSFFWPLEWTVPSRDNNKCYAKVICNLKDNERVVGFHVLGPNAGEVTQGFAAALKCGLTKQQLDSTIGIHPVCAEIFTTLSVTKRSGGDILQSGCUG
#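 Rat TrxR1 (90 nM in the dispensed reagent) was pre-reduced with 400 uM NADPH for 5 min at room temperature, then incubated with compound for 15 min. After 400 uM selenite was added, NADPH fluorescence (Ex 340/Em 450 nm) was followed for 8 min.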
# Vif-A3F inh – qHTS for Inhibitors of Vif-A3F Interactions: qHTS. HeLa A3F-eYFP + Vif (tagged APOBEC3F with the HIV-1 protein that degrades it), YFP fluorescence increase. Potency, µM (titrated, usually from 46.1 µM), for inactives: at the highest dose activity, negative = active. actives 0.2% (n = 390,000). AID 602313, 2012; further: potency means the concentration at half of the fitted maximal effect; % of control where 0% means no effect; nearly all actives have a fitted effect of over 65% in size
#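 HeLa cells stably expressing A3F-eYFP plus Vif, plated and incubated overnight at 37 deg C, then exposed to compounds overnight at 37 deg C. Blocked degradation read as raised yellow fluorescence (Ex 488/Em 500-530).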
# LDHA inh – qHTS assay for inhibitors of human lactate dehydrogenase; purified LDHA, NADH/diaphorase-resazurin fluorescence; stronger effect = lower value; activity change, % (values are at about 110 or 230 µM); actives 0.15% (n = 480,000); in the data active means activity change below about -30%; inconclusive means mostly about -25% to -30%;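 further: plate controls were DMSO wells for no effect and wells without enzyme for full effect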
#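 Resorufin fluorescence (ex540/em590), read at 0 and 20 min after diaphorase/resazurin addition, reports the NADH left after a 5 min room-temperature reaction of 2 nM human LDH5 with 0.06 mM NADH and 0.2 mM pyruvate.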
# Vif-A3G inh – qHTS for Inhibitors of Vif-A3G Interactions: qHTS; HeLa A3G-eYFP + Vif (tagged APOBEC3G with the HIV-1 protein that degrades it), YFP fluorescence, overnight; DNA dC->dU-editing enzyme APOBEC-3G (Homo sapiens), Q9HC16; Potency, µM (doses to about 46.1 µM), without a hit: top-dose activity, negative = active, most hits filed as inhibitors; AID 602310, 2012; actives 0.076% (n = 410,000);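 further: potency means the concentration at half of the fitted maximal effect; on the % scale 0 is the no-effect control and ±100 the full control effect; nearly all actives have a fitted effect of over 60% in size; hits raise eYFP signal because A3G escapes Vif-driven loss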
#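 Read-out is eYFP fluorescence (Ex 488/Em 500-530) from Vif-expressing HeLa A3G-eYFP cells; more signal means A3G escaped Vif-mediated degradation. Cells plated overnight, compound pinned in, incubated overnight at 37 deg C.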
# mIDH1 inhibitor – qHTS for Inhibitors of mutant isocitrate dehydrogenase 1 (IDH1): qHTS | Isocitrate dehydrogenase [NADP] cytoplasmic (Homo sapiens), O75874 | IDH1-R132H enzyme, NADPH consumption, diaphorase/resazurin fluorescence | Potency, µM (doses to about 76.6 µM), without a hit: at the top dose activity change, negative = inhibition, actives largely listed as inhibitors | actives 0.093% (n = 390,000); further: potency means the concentration at half of the fitted maximal effect; on the % scale 0 is the no-effect control and ±100 the full control effect; nearly all actives have a fitted effect of over 65% in size
# Target sequence (O75874 whole entry R132H, stated change not applied): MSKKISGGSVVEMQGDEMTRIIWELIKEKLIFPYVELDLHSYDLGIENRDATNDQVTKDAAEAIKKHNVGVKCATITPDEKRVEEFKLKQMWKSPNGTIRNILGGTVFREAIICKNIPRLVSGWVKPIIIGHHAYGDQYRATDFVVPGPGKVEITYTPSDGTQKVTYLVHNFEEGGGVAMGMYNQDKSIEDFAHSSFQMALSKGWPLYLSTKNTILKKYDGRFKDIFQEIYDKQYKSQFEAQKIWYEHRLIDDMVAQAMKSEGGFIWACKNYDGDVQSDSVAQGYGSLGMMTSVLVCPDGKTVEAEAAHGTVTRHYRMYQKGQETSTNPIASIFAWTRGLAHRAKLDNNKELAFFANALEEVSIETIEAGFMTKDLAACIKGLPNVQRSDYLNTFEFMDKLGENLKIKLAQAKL
#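 IDH1-R132H (0.5 ug/mL) preincubated 30 min with compound, then NADPH (0.016 mM) and alpha-KG (2 mM) added; 80 min at RT, pH 7.5. Remaining NADPH coupled via diaphorase/resazurin to fluorescence (540/590 nm); concentration-response curves normalized to no-enzyme control.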
# TrxR1 substrate – qHTS Assay for Substrates of Mammalian Selenoprotein Thioredoxin Reductase 1 (TrxR1): qHTS; AID 588456, 2011; actives 0.01% (n = 390,000); Thioredoxin reductase 1, cytoplasmic (Rattus norvegicus), O89049; Potency, µM (highest dose often 114 µM), for inactives: at the highest dose activity change, negative = substrate turnover; purified TrxR1 substrate turnover, NADPH consumption readout; further: potency means the concentration at half of the fitted maximal effect; on the % scale 0 is the no-effect control and ±100 the full control effect; nearly all actives have a fitted effect of over 50% in size
#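 Rat TrxR1, dispensed at 90 nM, was prereduced with 400 uM NADPH (final) for 5 min at ~22 deg C, then incubated with compound 15 min before 400 uM selenite. A first-read NADPH fluorescence drop versus no-compound background flagged substrates.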
# RGS4 inhibitor – Inhibitors of Regulator of G Protein Signaling (RGS) 4: qHTS. Regulator of G-protein signaling 4 (Homo sapiens), P49798. Transcreener GDP fluorescence polarization, RGS4-accelerated GTP hydrolysis. Potency, µM (top dose mostly 114 µM), inactives show top-dose activity change, negative = inhibition, hits mostly inhibitors. actives 0.039% (n = 390,000). AID 504845, 2011; further: potency means the concentration at half of the fitted maximal effect; on the % scale 0 is the no-effect control and ±100 the full control effect; nearly all actives have a fitted effect of over 75% in size; some results filed as inactive show a strong effect at the top dose
# Target sequence (P49798 whole entry, looked up): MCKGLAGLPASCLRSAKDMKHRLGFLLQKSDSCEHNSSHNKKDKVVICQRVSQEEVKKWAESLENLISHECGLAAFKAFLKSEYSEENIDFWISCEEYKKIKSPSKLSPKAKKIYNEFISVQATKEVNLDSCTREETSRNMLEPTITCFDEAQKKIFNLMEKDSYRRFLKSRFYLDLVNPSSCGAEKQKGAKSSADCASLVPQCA
#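 MLSMR compounds (23 nl, pin-transferred) preincubated 10 min at room temperature with a 500nM (2x) first reagent, then RGS4 at 900nM (2x) plus Transcreener GDP mix added; fluorescence polarization (620/688 nm) read before and after 90 min at 30 °C.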
# Glioma ERSR ind – qHTS for Inducers of the Endoplasmic Reticulum Stress Response (ERSR) in Human Glioma: qHTS | U87-MG GRP78 promoter luciferase reporter, 16 h | Potency, µM, without a hit: at the top dose activation, usual class: activators | actives 0.02% (n = 420,000); further: potency means the concentration at half of the fitted maximal effect; series mostly up to about 76 µM; % of control where 0% means no effect; nearly all actives have a fitted effect of over 35% in size
#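 Stably transfected U87-MG human glioma cells carrying a GRP78-based luminescent sensor were seeded at 1000 cells/well, pin-dosed with compounds and incubated 16 h. Luciferase reagent was then added, and end-point luminescence was read after 10 min at room temperature.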
# USP1-UAF1 inh – Inhibitors of USP1/UAF1: Primary Screen; recombinant USP1/UAF1, Ub-Rhodamine cleavage fluorescence; Potency, µM (top dose mostly 57.1 µM), inactives show top-dose activity change, negative = inhibition, usual class: inhibitors; actives 0.23% (n = 390,000); AID 743255, 2014; further: potency means the concentration at half of the fitted maximal effect; on the % scale 0 is the no-effect control and ±100 the full control effect; nearly all actives have a fitted effect of over 60% in size; inactives centre near -12
#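 USP1/UAF1 complex at 1 nM was preincubated with compound for 15 min at room temperature, then Ub-Rho substrate (150nM final) was added. Fluorescence (480/540 nm) was read kinetically, 6 reads every 60 seconds.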
# An asterisk follows results filed as active; u = inconclusive; x = no result given; & = joins results of further samples; [ ] = remark or other dose. Unless noted, the call rests on the fitted dose curve; in most records, active means well fitted curve in the direction sought with a large enough effect; inconclusive means small, poorly fitted or top-dose-only effect, or another doubt; inactive means no such curve, though single readings can be large; an effect the other way counts as inactive or inconclusive. An excerpt; rates above refer to the full screens.
SMILES,rTrxR1 inhibitor,Vif-A3F inh,LDHA inh,Vif-A3G inh,mIDH1 inhibitor,TrxR1 substrate,RGS4 inhibitor,Glioma ERSR ind,USP1-UAF1 inh
COc1ccc(N2CCN(C(=S)NC(C)c3ccccc3)CC2)cc1 (stereo not drawn),4%,0%,3,7%,11%,-1%,-19%,-3%,-22%
CCC(=O)Nc1ccc(S(=O)(=O)NCCc2ccccc2)cc1,3%,-1%,-1,0%,18%,-2%,23%,-3%,3%
CCCCCC(NC(=O)C1CCN(C(=O)[C@@H](NS(=O)(=O)c2ccc(C)cc2)C(C)C)CC1)C(=O)O (stereo partly drawn),12%,0%,-3,0%,-2%,1%,-4%,1%,u
Cc1ccccc1CNC(=O)CN1C(=O)CSc2ccc(S(=O)(=O)N(C)C)cc21,2%[57.1 µM],0%,-8,-1%,1%,-2%[57.1 µM],11%,-1%,-11%
CCOC(=O)C(C)Sc1nc2c(c(=O)[nH]c(=O)n2C)n1Cc1ccc(Cl)cc1 (stereo not drawn),9%[57.1 µM],-2%,-3&3,-1%,-2%,7%[57.1 µM],u,-1%,-31%
CC(C)c1ccc(C2OCC(C)([N+](=O)[O-])CO2)cc1 (stereo not drawn),19%[57.1 µM],-16%,-4,4%,0%,10%[57.1 µM],15%,4%,-14%
CN(C)/C=N/c1sc2c(c1C#N)CCCCC2,-16%,-19%,-3,1%,1%,-15%,1%,5%,0%
Cc1ccc(CNc2ncnc3c2cnn3-c2ccc(C)cc2C)cc1,12%[57.1 µM],-2%,-2,-2%,-12%,-1%[57.1 µM],24%,-1%,u
CCn1c(CC(=O)Nc2ccc(Cl)cc2)nnc1SCC(=O)N1CCOCC1,31%,0%,-1,5%,8%,13%,7%,-3%,-23%
Cc1sc2nc3n(c(=O)c2c1C)CCCS3,9%[57.1 µM],3%,-2,0%,10%,-11%[57.1 µM],-11%,-2%,-19%
COc1ccc(CC(=O)NCc2ccccc2Cl)cc1S(=O)(=O)N1CCOCC1,-9%,-6%,-2,-1%,5%,-8%,-9%,-4%,-17%
CCOP(=O)(O)c1ccccc1OCCOc1ccccc1P(=O)(O)OCC,19%,0%,3,0%,1%,-7%,-26%,1%,-23%
c1cc2c3c(cccc3c1)NC1(CCCC1)N2,-8%,-7%,10,3%,9%,52%[activator][57.1 µM],-48%,0%,-20%
CCN(C(=O)CSc1nc2ccccc2n1CC(=O)Nc1ccc(F)cc1F)c1ccccc1,25%[57.1 µM],-5%,-8,1%,5%,7%[57.1 µM],13%,-4%,-6%
CC(=O)Oc1ccc(C(=O)Nc2cccc(C(=O)NC(C)(C)C)c2)cc1,21%[57.1 µM],7%,-11,0%,-5%,10%[57.1 µM],5%,-1%,-15%
CCOC(=O)C1=C(CNCCOc2ccc(OC)cc2)NC(=O)NC1c1ccc2c(c1)OCO2 (stereo not drawn),15%[57.1 µM],4%,-4,-2%,-3%,-4%[57.1 µM],1%,-4%,-10%
Cc1cc(C)cc(-n2c(C)cc(/C=N/NC(=O)c3cccc([N+](=O)[O-])c3C)c2C)c1,3%,-10%,4,u,9%,-8%,-28%,4%,-25%
N/C(=N\c1nc2ccccc2o1)NC(=O)c1ccccc1,5%,-9%,-4&-5,-13%,1%,12%[57.1 µM],5%,6%,-18%
Cc1cc(Cl)ccc1OCCCC(=O)NCc1ccccn1,20%[57.1 µM],5%,-11,-7%,20%,4%[57.1 µM],2%,-2%,-17%
Cc1nc2ccccc2c2ncccc12,13%,3%,-3,10%,-2%,u,-12%,-1%,-16%
CCCc1ccc(NC(=O)C2CCCN(c3cnccn3)C2)cc1 (stereo not drawn),28%&9%,10%&2%,-7&-1,1%&2%,1%&14%,3%&0%,5%&-5%,3%&-3%,-15%&-7%
CCOc1ccc(S(=O)(=O)N2CCOCC2)cc1NC(=O)CN1C(=O)NC(C)(c2ccc(C)cc2)C1=O (stereo not drawn),8%,0%,-5,-11%,-6%,10%,-16%,0%,-16%
COc1cccc(C2=NCCc3cc4c(cc32)OCO4)c1OC,3%,-11%,-3,-2%,3%,-6%,6%,-5%,3%
O=C(CCCN=C1NS(=O)(=O)c2ccccc21)OCC(=O)c1ccc(F)cc1,-2%,-14%,-4,2%,-2%,-3%,10%,-5%,-1%
CC(C)(C)OC(=O)NCC(=O)Oc1cc2oc(=O)cc(-c3ccccc3)c2cc1Cl,u,1%,2,3%,2%,0%,17%,-3%,-8%

# Further records.
SMILES,rTrxR1 inhibitor,Vif-A3F inh,LDHA inh,Vif-A3G inh,mIDH1 inhibitor,TrxR1 substrate,RGS4 inhibitor,Glioma ERSR ind,USP1-UAF1 inh
COc1ccc(NC(=O)COC(=O)/C=C/c2ccc(OC)c(S(=O)(=O)N3CCOCC3)c2)cc1,21%,-20%,-5,-12%,5%,6%,11%,-2%,-9%
Cc1cccc(-c2nc(Nc3ccc(O)cc3)c3ccccc3n2)c1,16%,-10%,8&11,-6%,-9%,-1%,-4%,-9%,-22%
CC1SC(=NC(=O)c2ccncc2)NC1=O (stereo not drawn),29%[57.1 µM],-9%,-5,-2%,1%,8%[57.1 µM],-33%,0%,0%
Cc1cc(S(=O)(=O)Nc2ccc(-c3ccc(N4CCCCC4)nn3)cc2)c(C)cc1Cl,29%[57.1 µM],2%,-2,3%,8%,7%[57.1 µM],23%,3%,-23%
CC(=O)NCCc1ccc(S(=O)(=O)N2CCCC2)cc1,22%[57.1 µM],2%,1,2%,9%,-22%[57.1 µM],-19%,-4%,-16%
Cc1cc(OCc2cc(C(=O)NC(C)c3c(C)nn(C)c3C)no2)cc(C)c1Cl (stereo not drawn),34%[57.1 µM],2%,-18,2%,-4%,8%[57.1 µM],0%[56.9 µM],4%,-15%
CCOC(=O)c1c(/N=C/c2cccc([N+](=O)[O-])c2O)sc2c1CCC2,-35%,-3%,-2,0%,5%,-7%,-34%,-4%,-22%
CC(C)n1cnc2cc(NCc3ccccn3)ccc21,2%,10%,39&23,1%,1%,6%,-6%,0%,-15%
CCNc1ccc(S(=O)(=O)N(C)C)cc1NCC(=O)Nc1ccccc1F,-6%[57.1 µM],-16%,2,-1%,4%,7%[57.1 µM],-37%,-2%,-13%
Fc1ccc(-[n+]2nc(Nc3ccccc3)sc2-c2cccc(Cl)c2Cl)cc1,-18%,6%,-7,0%,-1%,-10%,-25%,-2%,-17%
CC(c1cccs1)N(C(=O)Nc1ccccc1)C1CCCCC1 (stereo not drawn),22%,-10%,-4,0%,8%,5%,5%,1%,-10%
Cc1ccc(Nc2nc3ccc(C(=O)c4ccccc4)cc3n3c(C)nnc23)c(C)c1,27%,-11%,-2,-5%,13%,1%,11%,0%,-5%
CCOC(=O)CC1(NC(=O)c2cc(COc3cncc(Cl)c3)on2)CCCCC1,-6%,-2%,-1,-4%,-4%,-12%,-15%,-1%,-20%
CCNc1nc(NC(C)(C)C)nc(SCC(N)=O)n1,9%[57.1 µM],19%,-3,2%,-9%,0%[57.1 µM],-3%,-3%,-17%
Cc1ccccc1CN1C(=O)c2ccccc2S(=O)c2ccc(C(=O)NCc3ccccc3)cc21 (stereo not drawn),11%[57.1 µM],1%,-1,-4%,-13%,0%[57.1 µM],-6%,-3%,-11%
Cc1c(-c2ccc(OCCN3CCCCC3)cc2)c(=O)oc2ccc3ccccc3c12,x,-2%,4,3%,3%,x,x,-1%,-15%
Cc1cccc(NC(=O)Cn2cnc3ccc(S(=O)(=O)N4CCC(C)CC4)cc3c2=O)n1,-8%,4%,-2,3%,1%,-8%,-30%,-3%,-13%
COc1ccc(C2CC(=O)N3CN(C4CCCCC4)CSC3=C2C#N)c(OC)c1 (stereo not drawn),-19%,0%,25,-3%,5%,4%,u,-1%,2.2µM*
Cc1c(Cl)cccc1NC(=O)NCc1c(-n2cccc2)sc2c1CCCC2,15%,-3%,-4,2%,-3%,-1%,-10%,-2%,5%
CCOc1cc(N2CCOCC2)c(OCC)cc1NC(=O)C1=COCCO1,24%,1%,4,-7%,-6%,1%,-22%,-4%,-25%

# Two entries picked at random from those above:
SMILES,rTrxR1 inhibitor,Vif-A3F inh,LDHA inh,Vif-A3G inh,mIDH1 inhibitor,TrxR1 substrate,RGS4 inhibitor,Glioma ERSR ind,USP1-UAF1 inh
Cc1cccc(NC(=O)Cn2cnc3ccc(S(=O)(=O)N4CCC(C)CC4)cc3c2=O)n1,-8%,4%,-2,3%,1%,-8%,-30%,-3%,-13%
Cc1cc(OCc2cc(C(=O)NC(C)c3c(C)nn(C)c3C)no2)cc(C)c1Cl (stereo not drawn),34%[57.1 µM],2%,-18,2%,-4%,8%[57.1 µM],0%[56.9 µM],4%,-15%
